Compound activity: PubChem BioAssay, National Center for Advancing Translational Sciences (NCATS)
PI5P4K alpha inh = PI5P4K alpha (human) kinase inhibition; P48426; AID 652105; max response, %; 330,000 tested, 1.2% active; PI5P4Kalpha enzyme, ADP-Glo luminescence, 60 min; hits give low values; active means max response of -50% or lower; inconclusive means between -30% and -50%; inactive means -30% or higher; further: value at the top dose of about 77 µM; on the % scale 0 is the no-effect control and ±100 the full control effect
Target sequence (P48426 whole entry, looked up): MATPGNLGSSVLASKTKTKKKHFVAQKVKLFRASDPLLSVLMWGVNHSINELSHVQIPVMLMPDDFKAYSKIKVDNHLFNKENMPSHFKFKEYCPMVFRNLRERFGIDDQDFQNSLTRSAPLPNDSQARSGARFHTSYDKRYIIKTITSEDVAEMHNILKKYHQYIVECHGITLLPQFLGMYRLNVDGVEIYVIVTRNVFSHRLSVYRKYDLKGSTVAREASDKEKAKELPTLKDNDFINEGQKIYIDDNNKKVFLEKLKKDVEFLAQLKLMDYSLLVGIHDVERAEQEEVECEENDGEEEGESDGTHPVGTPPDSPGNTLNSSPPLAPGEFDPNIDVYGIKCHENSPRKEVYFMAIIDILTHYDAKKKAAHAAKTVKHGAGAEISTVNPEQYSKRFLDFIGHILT
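Reactions run in 0.038 M HEPES pH 7.4, 0.28 mM EGTA, 0.1% CHAPS and 5% DMSO, with PI5P4Kalpha, substrate, compound and 5 microM ATP final, one hour at room temperature. Readout is ADP-Glo luminescence.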
EPAC1 antagonist = antagonists of human EPAC1 | AID 720709 | Potency, µM (doses to about 115 µM), for the others: at the highest dose activity change, negative = inhibition, most hits filed as inhibitors | 360,000 tested, 0.14% active | O95398 | EPAC1 GEF assay, Rap1b-BODIPY-GDP exchange fluorescence;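 further: potency means the concentration at half of the fitted maximal effect; plate controls were vehicle for no effect and positive control for full effect; nearly all actives have a fitted effect of over 50% in size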
EPAC1 ag = agonists of human EPAC1 | EPAC1 agonist qHTS, biochemical assay; response scale: 100% = response to 6.5 mM cAMP | O95398 | 360,000 tested, 0.073% active | AID 720707 | Potency, µM (top dose mostly 154 µM), without a hit: top-dose activation, most hits filed as activators; further: potency means the concentration at half of the fitted maximal effect; nearly all actives have a fitted effect of over 60% in size
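Fluorescent GDP-exchange assay: 100 nM EPAC1 with 250 nM Rap1B preloaded with BODIPY-GDP and 50 uM GDP; compounds tested as concentration series, 5 min at room temperature, then read every 5 min for 30 min (ex 480/em 540 nm); normalized to 6.5 mM cAMP.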
IL2 activator = activators of IL-2; AID 652025; activation, % (series mostly up to about 46 µM); 360,000 tested, 0.065% active; IL-2 activation reporter assay, cell-based qHTS; stimulated with anti-CD3/CD4/CD28 beads; in transgenic mouse T cells; in the data active means activation above about 50%; inconclusive means mostly about 30% to 49%; further: 0% is about no effect
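Unstimulated transgenic mouse T cells preincubated 60 min with compound, then stimulated with anti-CD3/anti-CD4-coated beads plus anti-CD28 for 18 h at 37 degrees C. IL-2 response read as EGFP and DsRed fluorescence by plate cytometry.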
FUS yeast rescue = FUS proteinopathy suppression in yeast; 390,000 tested, 0.24% active; S. cerevisiae FUS-expressing, growth rescue, OD600, 24 h; Potency, µM (doses to about 76.6 µM), without a hit: top-dose growth rescue (activation), actives largely listed as activators;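 further: potency means the concentration at half of the fitted maximal effect; plate controls were DMSO vehicle for no effect and reference control for full effect; nearly all actives have a fitted effect of over 55% in size; some results filed as inactive show a strong effect at the top dose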
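Yeast FUS proteinopathy model; galactose-induced FUS (2%), starting OD 0.005. Cpds in dilution series, 24hr, 30C, 99% humidity. Abs 600 nm growth. Pos ctrl CP55940 (top 92uM final); neg ctrl DMSO.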
Abeta rescue = compounds reversing amyloid beta toxicity in yeast; Potency, µM (titrated, usually from 46.1 µM), for the others: top-dose growth rescue, usual class: activators; yeast expressing A-beta42, growth rescue, OD600, 48 h; response scale: 0% DMSO, 100% iron-clioquinol control; 410,000 tested, 0.063% active; AID 1347071; further: potency means the concentration at half of the fitted maximal effect; nearly all actives have a fitted effect of over 55% in size
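Yeast A-beta toxicity model in growth medium with pinned compounds, 48 h at 30 C; growth read as absorbance at 600 nm. Normalized to FeCl3/clioquinol equimolar mix (positive) and DMSO (negative).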
WRN helicase inh = blocks human WRN helicase. WRN helicase unwinding, fluorescent forked duplex, kinetic. Potency, µM (top dose mostly 114 µM), for inactives: at the top dose activity change, negative = inhibition, usual class: inhibitors. 360,000 tested, 0.46% active. AID 651768; further: potency means the concentration at half of the fitted maximal effect; on the % scale 0 is the no-effect control and ±100 the full control effect; nearly all actives have a fitted effect of over 55% in size
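WRN at 20 nM final preincubated with compound 15 min at room temperature; reaction started with 100 nM fluorophore/quencher forked duplex oligonucleotide and 2 mM ATP final. Unwinding followed kinetically by red fluorescence (ex 525, em 598 nm).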
PLK1 PBD inh = blocks phosphopeptide binding to human PLK1 polo-box domain. P53350. Plk1 PBD binding of FITC phosphopeptide, fluorescence polarization. Potency, µM, for inactives: max response, negative = inhibition, most hits filed as inhibitors. 360,000 tested, 2.8% active; further: potency means the concentration at half of the fitted maximal effect; series mostly up to about 57 µM; on the % scale 0 is the no-effect control and ±100 the full control effect; nearly all actives have a fitted effect of over 65% in size
Target sequence (P53350 whole entry, looked up, the tested form may be a part): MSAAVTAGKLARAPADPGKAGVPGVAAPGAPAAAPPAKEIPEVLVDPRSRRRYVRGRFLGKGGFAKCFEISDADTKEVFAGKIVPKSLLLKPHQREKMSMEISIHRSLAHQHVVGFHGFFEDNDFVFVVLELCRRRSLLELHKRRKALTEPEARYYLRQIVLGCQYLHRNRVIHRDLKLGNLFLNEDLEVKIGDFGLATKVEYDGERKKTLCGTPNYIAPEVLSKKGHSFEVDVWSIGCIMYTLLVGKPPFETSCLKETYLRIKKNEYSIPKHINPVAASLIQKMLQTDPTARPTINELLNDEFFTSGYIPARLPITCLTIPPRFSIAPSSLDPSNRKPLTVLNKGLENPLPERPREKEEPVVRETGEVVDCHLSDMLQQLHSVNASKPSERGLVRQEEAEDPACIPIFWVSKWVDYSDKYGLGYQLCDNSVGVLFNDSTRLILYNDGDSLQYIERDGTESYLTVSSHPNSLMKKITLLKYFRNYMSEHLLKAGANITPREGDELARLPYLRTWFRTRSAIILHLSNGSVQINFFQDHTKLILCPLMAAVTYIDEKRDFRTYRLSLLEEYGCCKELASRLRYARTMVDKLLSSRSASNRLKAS
Active calls of the source: *; ? = inconclusive; / = no result given; & = joins results of further samples; [ ] = dose if it differs, or a comment. Unless noted, the call rests on the fitted dose curve; in most records, active means well fitted curve in the direction sought with a large enough effect; inconclusive means small, poorly fitted or top-dose-only effect, or another doubt; inactive means no such curve, though single readings can be large; an effect the other way counts as inactive or inconclusive.

Preview (6 entries):
SMILES	PI5P4K alpha inh	EPAC1 antagonist	EPAC1 ag	IL2 activator	FUS yeast rescue	Abeta rescue	WRN helicase inh	PLK1 PBD inh
CC1CC2(NC(=O)NC2=O)C(C)CN1C (stereo not drawn)	3	2%	-5%	0.0	-36%	4%	1%	-4%
CCCCC(Sc1nc(N)c(NC(=O)c2ccc(OC)cc2)c(=O)[nH]1)C(=O)O (stereo not drawn)	-6	22%	0%	0.3	17%	-1%	4%	-19%
CCOc1ccc(NC(=O)CCCN2C(=S)NC(C)(C)CC2C)cc1 (stereo not drawn)	-4	0%	-2%	5.2	12%	-4%	-7%	1%
COc1ccc(C(=O)Nc2cc(OCc3ccccc3)c(Cl)cc2Cl)cc1	2	0%	-8%	-1.7	-12%	-3%	-3%	1%
O=C(O)c1ccc(N(Cc2ccccc2)S(=O)(=O)c2ccccc2)cc1	-3&10	11%&4%	6%&-7%	-0.3&0.7	3%&19%	-6%&-12%	-3%&7%	2%&-1%
O=C(NC1CCCCC1)NC1(C(=O)NCCCN2CCOCC2)CCCCC1	-5	-6%	8%	0.4	3%	-18%	-2%	-10%

Main list (from the top)
SMILES	PI5P4K alpha inh	EPAC1 antagonist	EPAC1 ag	IL2 activator	FUS yeast rescue	Abeta rescue	WRN helicase inh	PLK1 PBD inh
CC1CC2(NC(=O)NC2=O)C(C)CN1C (stereo not drawn)	3	2%	-5%	0.0	-36%	4%	1%	-4%
CCCCC(Sc1nc(N)c(NC(=O)c2ccc(OC)cc2)c(=O)[nH]1)C(=O)O (stereo not drawn)	-6	22%	0%	0.3	17%	-1%	4%	-19%
CCOc1ccc(NC(=O)CCCN2C(=S)NC(C)(C)CC2C)cc1 (stereo not drawn)	-4	0%	-2%	5.2	12%	-4%	-7%	1%
COc1ccc(C(=O)Nc2cc(OCc3ccccc3)c(Cl)cc2Cl)cc1	2	0%	-8%	-1.7	-12%	-3%	-3%	1%
O=C(O)c1ccc(N(Cc2ccccc2)S(=O)(=O)c2ccccc2)cc1	-3&10	11%&4%	6%&-7%	-0.3&0.7	3%&19%	-6%&-12%	-3%&7%	2%&-1%
O=C(NC1CCCCC1)NC1(C(=O)NCCCN2CCOCC2)CCCCC1	-5	-6%	8%	0.4	3%	-18%	-2%	-10%
CCc1ncc(CO)n1Cc1cccc2ccccc12	-7	3%	-10%	-3.8	20%	-8%	1%	0%
CC1(C)OC(C)(C)/C(=C\c2ccc(OCC(N)=O)cc2)C1=O	-8	17%	-11%	-0.5	32%	-9%	2%	-1%
CC(=O)N/C(=N/c1nc(C)cc(C)n1)Nc1ccc(C)cc1Cl	3	9%	-3%	-5.1	20%	-17%	4%	-1%
CCCSC(=O)N(CC)CC(=O)Nc1c(CC)cccc1CC	15	9%	-3%	-0.4	-10%	19%	1%	-2%
COCCn1c(=S)[nH]c2cc(C(=O)N3CCC(C(N)=O)(N4CCCCC4)CC3)ccc2c1=O	/	16%	-2%	-1.4	21%	-24%	1%	-8%
CC(C)NC(=O)COc1coc(CN2CCN(c3ccccc3F)CC2)cc1=O	3	-17%	6%	-0.3	11%	7%	5%	0%
O=C(NCc1nc2ccccc2[nH]1)c1ccc(Cl)c(S(=O)(=O)N2CCCC2)c1	-16	1%	-1%	-0.5	-6%	4%	-9%	-10%
CCCc1nnc(NC(=O)CCC(=O)N2CCN(C3CCCC3)CC2)s1	5	16%	5%	-1.5	5%	-12%	2%	-15%
Cc1ccccc1CN1[C@@H]2c3ccccc3C[C@@H]2OCCS1(=O)=O	-1	-5%	-10%	0.1	-19%	-12%	0%	2%
COc1ccccc1CNC(=O)C(=O)NCC1CCCO1 (stereo not drawn)	1	-12%	7%	0.4	3%	17%	0%	0%
Nc1ccc(Oc2ccc([N+](=O)[O-])cc2[N+](=O)[O-])cc1	/	-3%	5%	-2.9	37%	-10%	-7%	-4%
CCC(C(=O)NC1CCCCC1)N(Cc1cccs1)C(=O)CCC(=O)Nc1cc(C)on1 (stereo not drawn)	2	4%	-4%	-0.8	-10%	-6%	4%[57.1 µM]	3%
COC(C(=O)Nc1ccc(S(=O)(=O)Nc2cccc3ccccc23)cc1)c1ccccc1 (stereo not drawn)	15	-16%	10%	0.1	/	25%	-15%	1%
CCC(O)c1c(-c2ccccc2)nn(C)c1Cl (stereo not drawn)	6	18%	5%	-3.7	14%	-32%[inhibitor]	-9%	-5%
OC1CCC(Nc2ncnc3sccc23)CC1 (stereo not drawn)	0	1%	-2%	-0.2	-2%	-16%	-2%	0%
Cc1ccc(C)c(S(=O)(=O)N2CC(=O)N(CCc3ccccc3)C(=O)C2)c1	10	20%	8%	0.6	24%	9%	-23%[57.1 µM]	10%
O=C(NC(=S)Nc1cccc2[nH]ncc12)c1ccccc1	3	-2%	-7%	3.5	27%	5%	6%	3%
O=C1N=c2ccccc2=C1c1sc(=S)n(Cc2ccccc2Cl)c1O	9	10%	4%	-3.5	3%	5%	-7%	-3%
CC(=O)C1=C(O)C(=O)N(Cc2cccnc2)C1c1ccc(Cl)cc1 (stereo not drawn)	/	6%	2%	-2.1	36%	-1%	3%	-7%

Fetched by structure from the entries so far, 2 records:
SMILES	PI5P4K alpha inh	EPAC1 antagonist	EPAC1 ag	IL2 activator	FUS yeast rescue	Abeta rescue	WRN helicase inh	PLK1 PBD inh
COc1ccc(C(=O)Nc2cc(OCc3ccccc3)c(Cl)cc2Cl)cc1	2	0%	-8%	-1.7	-12%	-3%	-3%	1%
Cc1ccc(C)c(S(=O)(=O)N2CC(=O)N(CCc3ccccc3)C(=O)C2)c1	10	20%	8%	0.6	24%	9%	-23%[57.1 µM]	10%

Next entries follow:
SMILES	PI5P4K alpha inh	EPAC1 antagonist	EPAC1 ag	IL2 activator	FUS yeast rescue	Abeta rescue	WRN helicase inh	PLK1 PBD inh
COC(=O)CNc1c(-c2ccccn2)nc2ccc(Br)cn12	/	8%	6%	1.9	29%	0%	4%	-2%
COc1ccc(CNC(=O)c2c(N)n(CCCN3CCOCC3)c3nc4ccccc4nc23)cc1	/	1%	22%	-3.3	45%	-20%	-7%	-2%
O=C(N/N=C/C=C\c1ccco1)c1cccs1	-27	-8%	5%	0.9	16%	-5%	-5%[11.6 µM]	-11%
COc1ccc2c(c1)c(C(C)=O)c(C)n2-c1ccc(C(C)=O)cc1	8	-14%	11%	0.3	-6%	-8%	-11%	-8%
COc1ccc(C(=O)Nc2ccccc2N2CCN(C(=O)c3ccccc3)CC2)cc1Br	17	-10%	22%	-2.6	?	-9%	-12%	-3%
Cc1ccccc1CSc1nnc(-c2cnccn2)n1C	-6	-13%	2%	-2.4	19%	-4%	5%	-10%
COc1cccc(CN2CCC2(C)C(=O)Nc2cccc3cccnc23)c1OC (stereo not drawn)	24	-18%	6%	-0.9	-4%	-13%	1%[57.1 µM]	-3%
COc1ccc(OC)c(NC(=O)CN2C(=O)NC3(CCOc4ccccc43)C2=O)c1 (stereo not drawn)	-3	-8%	10%	-1.1	11%	6%	-2%	-9%
CCOC(=O)c1ccc(COC(=O)CNS(=O)(=O)c2ccccc2)cc1	5	-6%	2%	-0.2	7%	2%	-9%	-2%
O=C(Nc1ccccc1C(=O)O)c1ccc2ccccc2n1	-11	-5%	-3%	-1.5	7%	-13%	-17%	?
COc1ccc(CCNc2nc(-c3cccc(NC(C)=O)c3)cs2)cc1OC	-1	-7%	3%	-0.1	?	21%	3%	-16%
COc1ccc(NS(=O)(=O)c2cc(NC(=O)/C=C/c3ccccc3OC)ccc2N2CCCCC2)cc1	3	-10%	8%	-1.0	/	-14%	3%	-20%
COc1ccc(-n2cnnc2SCc2csc(-c3ccccc3)n2)cc1	/	21%	-6%	-1.2	24%	-1%	7%	-4%
C#CCNC(=O)C1=C[C@H](C)C[C@H](OCc2ccc(CO)cc2)O1	?	0%	5%	0.3	-9%	5%	8%	-7%
N=c1c2c3c(sc2ncn1N)CCCC3	-5	5%	-5%	-3.4	22%	-1%	-3%	-11%
COc1ccc(CNS(=O)(=O)c2ccc3c(c2)N(C(C)=O)CCO3)cc1	0	6%	-11%	1.9	-5%	5%	-3%[57.1 µM]	6%
O=C(CC1(O)C(=O)N(Cc2ccc3c(c2)OCO3)c2ccccc21)c1ccccc1 (stereo not drawn)	-5	?	16%	-0.5	14%	4%	-6%	-8%
Cc1ccc(-n2nnnc2SCC(=O)NNC(=O)c2ccco2)c(C)c1	/	12%	3%	-3.1	1%	-2%	0%	-8%
Cc1ccc(NC(=O)C(C)C(=O)Nc2ccc(C)cc2)cc1	-3	16%	-4%	0.3	-16%	-1%	-1%	1%
COc1ccc(Cl)cc1N(CC(=O)N1CCCCCC1)S(C)(=O)=O	-1	12%	19%	0.9	-5%	16%	-6%	-3%
Cc1cc(=O)oc2c(C)c(OC(C)C(=O)Nc3ccc(N4CCC(C)CC4)cc3)ccc12 (stereo not drawn)	19	6%	-3%	-6.6	30%	-1%	1%	-8%
COC(=O)c1[nH]c(C)c(/C(O)=C2\C(=O)C(=O)N(CCN(C)C)C2c2ccco2)c1C (stereo not drawn)	3	-14%	5%	0.5	/	23%	2%	0%
COc1ccc(C)cc1NC(=O)C1CCCN(S(=O)(=O)c2ccc3[nH]c(=O)ccc3c2)C1 (stereo not drawn)	-14	18%	-11%	-1.4	13%&3%	-1%&-5%	1%	2%
CC1=NN(C(N)=S)C(=O)C1N=Nc1ccc(C)c(Br)c1 (stereo not drawn)	-4	19%	-5%	-0.2	-33%	25%	-9%	-26%
COc1ccc(/C(C)=C2/SC(=S)N(CCC(=O)O)C2=O)cc1	/	-6%	4%	-0.4	26%	3%	-13%	-16%
OC(CN1CCCC(C(F)(F)F)C1)c1ccccc1 (stereo not drawn)	1	-9%	6%	-0.4	9%	9%	0%	-8%
N/C(=N\OC(=O)c1cccs1)c1cccnc1	6	2%	10%	-0.5	-38%	-21%	3%[57.1 µM]	-3%
CC[C@@]12C(=O)N(c3cccc(F)c3)C(=O)N1[C@H](c1ccc(Cl)cc1)[C@@H]1C(=O)N(C3CCCCC3)C(=O)[C@@H]12	2	-20%	-6%	0.8	?	2%	-4%	-3%
CN1CCn2cnc(C(=O)Nc3ccc(CNC(=O)OC(C)(C)C)cc3)c2C1=O	1	-10%	-18%	-2.4	21%	-12%	-7%	-5%
